Source: PubChem
DAX1 inh-1: blocks DAX1 repression of SF-1 activated StAR promoter | HEK293T StAR-luciferase reporter, SF-1/DAX-1 repression relief | inhibition, % at 6.8 µM | 370,000 compounds, 1.1% hits | AID 652010;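 active = inhibition above the mean over all tested compounds plus 3 SD, cut at about 3.6% in these data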;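 note: 0% = DAX-1 cells with DMSO and 100% = cells lacking DAX-1 with DMSO; higher inhibition means more luminescence from relief of DAX-1 repression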
DAX1 inh-2: inhibits human nuclear receptor DAX1; P51843; HEK293 Gal4-DAX1 luciferase reporter, luminescence; inhibition, % at 6.75 µM; 340,000 compounds, 0.99% hits; AID 504766;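 active = inhibition above the mean over all tested compounds plus 3 SD, cut at about 4.2% in these data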;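 note: 0% = DAX1-transfected cells with DMSO and 100% = empty-vector control cells with DMSO; inhibition shows as a rise in luminescence from relieved DAX1 repression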
Target sequence (P51843 207-470 limits assumed): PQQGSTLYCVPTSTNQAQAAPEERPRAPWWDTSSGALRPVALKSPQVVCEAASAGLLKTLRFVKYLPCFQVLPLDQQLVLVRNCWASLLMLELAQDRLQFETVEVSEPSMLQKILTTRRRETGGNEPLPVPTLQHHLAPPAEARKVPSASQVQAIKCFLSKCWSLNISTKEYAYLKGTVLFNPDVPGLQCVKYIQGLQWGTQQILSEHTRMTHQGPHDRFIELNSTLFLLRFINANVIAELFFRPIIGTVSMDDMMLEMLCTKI
Rev-erbA mod: modulates human Rev-erb alpha binding to DNA; Rev-erbα–FITC-DNA binding, fluorescence polarization, 90 min; activity, % at 10 µM; 370,000 compounds, 0.79% hits; P20393; AID 1259318;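 active = activity above about 14%, limit read from the data; passing the limit was not always enough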;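 note: 0% = DMSO wells with 35 nM protein and 100% = DMSO wells with 750 nM protein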
SMARCA2 activ: increases SMARCA2 function in MMTV reporter cells; MG213 cells, MMTV-luciferase reporter, dexamethasone, overnight; activation, % at 9.1 µM; 370,000 compounds, 1% hits; AID 652017; in the data active = activation above about 7.8%;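 note: 0% = vehicle wells and 100% = reference activator wells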
ssDAF12 agonist: activates DAF-12 receptor from parasite S. stercoralis | HEK293 ssDAF-12/GRIP1 lit1-tk-luc reporter, luminescence; % of 3 µM dafachronic acid response | activation, % at 6.8 µM | 370,000 compounds, 1% hits;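 active = activation above the mean over all tested compounds plus 3 SD, cut at about 0.9% in these data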;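 note: 0% = DMSO-only wells and 100% = 3 µM delta7-dafachronic acid wells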
FXN GAA850 act: increases GAA850 frataxin promoter reporter activity; 360,000 compounds, 0.56% hits; AID 540364; HEK293 lucGAA850 FXN promoter luciferase reporter, 24 h; percent of 10 µM SAHA response; activation, % at 6 µM;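 active = activation above the average of all compounds screened plus 3 SD, cutoff fixed separately per campaign, cut at about 7.5% in these data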;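 note: 0% = DMSO wells and 100% = 10 µM SAHA wells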
PG9 Ab binder: PG9 antibody binding by small molecule | TR-FRET gp120-PG9 antibody binding | 360,000 compounds, 0.43% hits | AID 624416 | inhibition, % at 6.7 µM; in the data active = inhibition above about 8.5%
hcDAF-12 act: activators of H. contortus DAF-12 nuclear receptor; HEK293 hcDAF-12 lit1-tk-luc reporter, luminescence; 0% DMSO, 100% Δ7-dafachronic acid; activation, % at 6.8 µM; 370,000 compounds, 1.4% hits; AID 652067;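 active = activation above the mean of all tested compounds plus 3 SD, cut at about 5.5% in these data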;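 note: 100% = response to 3 µM Δ7-dafachronic acid high control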
PLCb3 inh: PLC-beta3 (human) inhibition, primary screen. Q01970. Purified PLC-beta3, fluorogenic substrate, fluorescence. inhibition, % at 12.2 µM. 370,000 compounds, 0.18% hits; in the data active = inhibition above about 11%;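 note: 0% = median of compound wells on plate and 100% = full blocker control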
HGIII-sPLA2 inh: Blocks human group III sPLA2 activity; Q9NZ20; QFRET BODIPY PC-A2 liposome hydrolysis, fluorescence; inhibition, % at 12.2 µM; 370,000 compounds, 0.56% hits; AID 743126;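 active = inhibition above mean plus 3 SD of compounds lying within the high and low control bounds, cut at about 19% in these data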;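 note: 0% = median of test compound wells and 100% = no enzyme DMSO wells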
Target sequence (Q9NZ20 whole entry, looked up): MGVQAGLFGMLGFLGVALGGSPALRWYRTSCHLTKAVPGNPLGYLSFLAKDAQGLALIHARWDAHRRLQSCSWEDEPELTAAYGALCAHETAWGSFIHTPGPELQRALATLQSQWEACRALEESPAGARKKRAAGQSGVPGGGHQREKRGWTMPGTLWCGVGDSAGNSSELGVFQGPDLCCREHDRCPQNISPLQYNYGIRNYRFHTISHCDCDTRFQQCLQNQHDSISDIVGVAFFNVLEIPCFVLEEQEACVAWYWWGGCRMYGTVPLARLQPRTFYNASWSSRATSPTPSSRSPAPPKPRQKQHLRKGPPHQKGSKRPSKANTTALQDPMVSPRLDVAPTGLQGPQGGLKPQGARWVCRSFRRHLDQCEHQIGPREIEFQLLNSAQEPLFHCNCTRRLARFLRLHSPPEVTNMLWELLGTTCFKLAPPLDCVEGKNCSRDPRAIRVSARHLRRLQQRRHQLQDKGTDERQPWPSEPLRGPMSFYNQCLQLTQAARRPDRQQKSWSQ
hgDAF12 agonist: activates the H. glycines DAF-12 receptor ligand-binding domain; HEK293 GAL4-hgDAF12 UAS-luciferase reporter, agonist luminescence; normalized to butyrate control; 370,000 compounds, 1.8% hits; activation, % at 6.8 µM; AID 687014;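 active = activation above a cutoff set at the mean of all screened compounds plus 3 SD, cut at about 10% in these data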;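 note: 0% = DMSO wells and 100% = sodium butyrate wells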
An asterisk follows results filed as active; i = inactive; . = not tested or not shown.

SMILES | DAX1 inh-1 | DAX1 inh-2 | Rev-erbA mod | SMARCA2 activ | ssDAF12 agonist | FXN GAA850 act | PG9 Ab binder | hcDAF-12 act | PLCb3 inh | HGIII-sPLA2 inh | hgDAF12 agonist
COc1ccc2nc(NC(=O)Nc3cccc4ccccc34)sc2c1 | 0.6 | 1.2 | 8 | 2 | -0.7 | 2.8 | 1.7 | 3.1 | -14 | 2 | 4.3
N#CC1(NC(=O)CN2CCc3ccccc3C2)CCCC1 | 0.7 | 0.5 | -2 | -1 | -1.1 | 2.0 | -0.9 | 1.1 | -6 | 2 | 2.1
C=CC[C@@H](CC(=O)N[C@@H](CO)Cc1ccccc1)C(=O)N[C@H](COC(=O)[C@@H](CC=C)CC(=O)OC(C)(C)C)Cc1c[nH]c2ccccc12 | -1.5 | 0.4 | -2 | 2 | -0.5 | -5.2 | -1.6 | 0.3 | 3 | -101 | -0.6
Cc1cccc(C(=O)NCCN2CCOCC2)c1[N+](=O)[O-] | -0.3 | -0.1 | 3 | 4 | -1.1 | 2.0 | -0.2 | -0.7 | 3 | 2 | 1.2
N#Cc1cccc(C(=O)C(=O)N2CCN(c3ccccc3)CC2)c1 | 0.4 | . | 5 | 1 | -1.0 | . | -1.5 | 1.1 | 2 | 0 | -2.0
O=C(Nc1c2c(nn1-c1ccc(F)cc1)CS(=O)C2)c1ccc(S(=O)(=O)N2CCOCC2)cc1 (centres undefined) | 0.4 | -0.1 | -7 | 0 | -0.7 | 2.3 | -2.7 | -0.2 | 3 | 2 | -2.9
COc1cc(NS(=O)(=O)c2cc(C(=O)NCCc3ccccn3)ccc2OC)cc(OC)c1 | -0.4 | -0.8 | 2 | -2 | -1.4 | 0.7 | -2.2 | -1.9 | 2 | -3 | 3.3
COC(=O)Nc1nc(C)c(C(=O)c2ccccc2)s1 | -0.5 | 0.0 | 3 | -3 | -1.3 | -2.2 | 1.5 | -0.9 | 4 | 7 | -1.2
Cc1cc(C(=O)NN=C2CCCCCCC2)c2ccccc2n1 | -1.4 | 0.1 | -6 | 0 | -1.4 | -3.8 | -0.2 | 0.1 | -2 | -1 | 3.8
CC(C)c1nnc(NC(=O)CCC(=O)Nc2ccc(F)cc2)s1 | 0.2 | -0.7 | -5 | 0 | -1.7 | 0.5 | -0.7 | -1.2 | -3 | 0 | 2.1
C1CCC(NC2=NCCO2)CC1 | -0.7 | -1.3 | 2 | 0 | -0.5 | 1.8 | -1.0 | -0.4 | -2 | -2 | -3.2
COC(=O)c1ccc(COc2ccc3c(C)c(C)c(=O)oc3c2)o1 | -0.6 | 0.4 | 16 | 1 | -1.0 | -2.6 | 0.6 | -1.9 | -26 | 4 | 1.5

Ordered by value in PG9 Ab binder (high to low): four of the compounds above
SMILES	DAX1 inh-1	DAX1 inh-2	Rev-erbA mod	SMARCA2 activ	ssDAF12 agonist	PG9 Ab binder	hcDAF-12 act	PLCb3 inh	HGIII-sPLA2 inh
COC(=O)Nc1nc(C)c(C(=O)c2ccccc2)s1	-0.5	0.0	3	-3	-1.3	1.5	-0.9	4	7
COC(=O)c1ccc(COc2ccc3c(C)c(C)c(=O)oc3c2)o1	-0.6	0.4	16	1	-1.0	0.6	-1.9	-26	4
N#Cc1cccc(C(=O)C(=O)N2CCN(c3ccccc3)CC2)c1	0.4	.	5	1	-1.0	-1.5	1.1	2	0
COc1cc(NS(=O)(=O)c2cc(C(=O)NCCc3ccccn3)ccc2OC)cc(OC)c1	-0.4	-0.8	2	-2	-1.4	-2.2	-1.9	2	-3

Remaining list, next part:
SMILES | DAX1 inh-1 | DAX1 inh-2 | Rev-erbA mod | SMARCA2 activ | ssDAF12 agonist | FXN GAA850 act | PG9 Ab binder | hcDAF-12 act | PLCb3 inh | HGIII-sPLA2 inh | hgDAF12 agonist
CCOc1ccc(NC(=O)CN(C)C(=O)/C=C/c2ccc(S(=O)(=O)N3CCCCCC3)cc2)cc1OCC | 1.4 | 0.2 | -4 | 0 | -0.5 | 0.1 | -0.8 | 0.3 | -5 | -2 | 1.4
CSCCC(NC(=O)c1ccco1)C(=O)OCc1cc([N+](=O)[O-])cc2c1OCOC2 (centres undefined) | 0.5 | 0.6 | 0 | -5 | -1.2 | 1.0 | -0.3 | 0.0 | -3 | -3 | 1.6
COCCNC(=O)C1(C)CCN(Cc2cccc(Oc3ccccc3)c2)C1 (centres undefined) | 0.2 | . | 3 | 2 | -0.9 | -1.4 | 0.1 | 0.8 | 2 | -11 | -3.0
CCOC(=O)[C@]12CCCC=C1N(CCC1=CCCCC1)C(=O)[C@H](CC(=O)N1CCN(C(=O)c3ccco3)CC1)C2 | -0.8 | . | -9 | -1 | 0.2 | . | -0.7 | -0.9 | 1 | -4 | -1.9
C=CCN1C(=O)[C@@H](CC(=O)N2CCCC2)[C@]2(C(=O)OC)CCCCC=C12 | -0.7 | . | 5 | 0 | -1.2 | . | . | -3.4 | -21 | 2 | -0.5
N=C1C(c2nc3ccccc3s2)=C(O)CN1NC(=O)c1ccccc1[N+](=O)[O-] | -0.2 | 1.8 | -3 | 0 | -1.4 | 1.4 | -2.4 | 0.7 | 4 | -6 | 0.8
Cc1cc(NC(=O)COC(=O)CCn2c(C)csc2=O)c([N+](=O)[O-])cc1C | -0.3 | 0.5 | -7 | 0 | -0.8 | 3.6 | -0.3 | 3.1 | -3 | -2 | 0.7
CCC(C(=O)OCC(=O)Nc1c(C)nn(-c2ccccc2)c1C)c1ccccc1 (centres undefined) | -2.2 | -1.0 | 1 | -1 | -1.4 | 0.7 | 0.7 | 3.1 | 5 | 5 | 3.3
CC(=O)C[C@H](O)CC(=O)[C@@H]1OC(=O)CCCCCCc2ccccc21 | -0.3 | 0.9 | -7 | 2 | -1.4 | 0.9 | -0.5 | -1.0 | 0 | -3 | 0.8
O=C(NCc1ccccn1)C1CCN(S(=O)(=O)c2ccccc2F)CC1 | 1.4 | -0.4 | 0 | -2 | -1.1 | 1.1 | -2.8 | -1.0 | 0 | 5 | 0.4
CC1=C([N+](=O)[O-])C(c2ccccc2)C2=C(N1)c1ccccc1C2=O (centres undefined) | -1.9 | -3.4 | 10 | -2 | -1.0 | 7.5 | -3.4 | 0.6 | -2 | 6 | -2.7
CCC(=O)Nc1c(-c2ccc(Cl)cc2)c(=O)c2ccccc2n1C | -0.2 | 0.9 | 1 | 2 | -1.1 | 0.7 | -1.7 | -0.1 | -2 | 1 | 0.7
CC1(C(=O)NCc2ccccc2)CN(S(C)(=O)=O)CC(=O)N1CC(F)(F)F (centres undefined) | 0.2 | . | 6 | -3 | -1.0 | . | -0.4 | -0.4 | 4 | 4 | -0.4
COc1ccc(NC(=O)/C=C/c2cc(OC)c(OC)c(OC)c2)cn1 | 0.3 | 0.2 | -3 | 0 | -1.1 | -1.2 | -0.5 | -0.8 | -8 | 1 | 3.0
O=c1oc(Nc2ccccc2Cl)nc2ccccc12 | 4.8* | 2.1 | -4 | 4 | -0.1 | 2.8 | 1.4 | 2.1 | -20 | 4 | 11*
CCCCCCCCNC(=O)C(CCC(=O)OCc1ccccc1)NC(C)=O (centres undefined) | 0.0 | -0.5 | -3 | 0 | -1.4 | -2.9 | -0.3 | -0.2 | -1 | -11 | 2.3
CC(C)=CC[N+]1(C)CCCCC1 | -0.1 | 0.3 | -2 | -2 | -1.9 | 0.3 | 1.4 | 0.1 | -5 | -2 | 2.0
CCc1nc2ccc(C(=O)NCc3ccc4c(c3)OCO4)cn2c1N(CC)Cc1cccc(Br)c1 | -1.2 | . | 5 | -2 | -2.2 | -1.1 | 0.3 | -0.6 | -34 | 4 | -0.3
Cc1cccc(C(=O)OC2CCOC2=O)c1C (centres undefined) | 0.1 | -0.6 | -4 | -3 | -0.5 | 0.6 | -1.2 | -0.8 | -8 | 1 | 0.3
O=C1Nc2ccc([N+](=O)[O-])cc2OC1CCN1CCN(Cc2ccccc2)CC1 (centres undefined) | 0.2 | 0.3 | 4 | -2 | -1.4 | 0.6 | 0.1 | -0.7 | -5 | 6 | 1.1
Cc1nc2scc(C)n2c(=O)c1S(=O)(=O)Nc1ccc(F)cc1 | -0.2 | -0.2 | 5 | 1 | -1.0 | 0.9 | -1.1 | -0.1 | -1 | -6 | -1.4
Cc1ccc(NC(=O)CN(C)CCOc2ccccc2)c([N+](=O)[O-])c1 | -0.1 | 1.0 | 1 | -2 | -0.9 | 0.5 | -1.1 | -1.2 | -6 | 2 | 0.0
CC(C)CC(C(=O)Nn1cnnc1)N1C(=O)c2ccccc2C1=O (centres undefined) | 0.7 | 0.9 | 1 | -2 | 0.0 | 0.5 | -3.4 | -0.9 | 3 | -6 | -0.1
CC(=O)c1ccc(NC(=O)CSc2ccc(-c3ccc4c(c3)OCO4)nn2)cc1 | -0.6 | 0.7 | 14 | 6 | -0.6 | -0.6 | 10* | -2.0 | 1 | 4 | 2.8
COc1ccccc1NC(=O)C1CCCN(S(=O)(=O)c2ccc3c(c2)CC(C)N3C(C)=O)C1 (centres undefined) | -0.3 | -0.9 | 2 | -4 | -1.4 | -1.2 | 0.1 | -3.3 | -5 | 4 | 1.7
Cc1ccc(CC(=O)NC2CCN(C)CC2)cc1 | 0.3 | -0.3 | 4 | -1 | -0.9 | 1.0 | 0.0 | -1.9 | -8 | 10 | -1.5
CCOC(=O)C1CCCN(C(=O)COC(=O)c2cc(=O)c3ccccc3o2)C1 (centres undefined) | 0.0 | 1.1 | -2 | 0 | -0.6 | -3.3 | -2.9 | -2.1 | 8 | -1 | -0.7
CCCC1(C)Nc2ccccc2-c2nc3ccccc3n21 (centres undefined) | 1.3 | -0.2 | -3 | 4 | -1.5 | 5.1 | -1.5 | 2.9 | i | 2 | 6.2
CCOC(=O)c1[nH]cnc1C(=O)Nc1ccncc1 | 0.0 | 0.1 | 1 | -1 | -1.4 | 1.2 | 1.4 | 1.0 | 2 | -2 | -0.3
CC(C)NC(=O)CCn1ccc2cc(S(=O)(=O)N3CCCC3)ccc21 | 0.6 | -0.1 | -7 | -3 | -0.8 | 0.0 | 2.0 | -1.2 | -9 | 15 | -1.6
COc1ccc2cc(C#N)c(N3CCN(C(=O)c4ccccc4C)CC3)nc2c1 | -0.7 | -3.3 | -3 | -3 | -1.4 | -0.8 | -2.4 | 0.2 | -27 | -3 | 1.0
O=C(Cc1ccccc1Cl)Nc1ccc(S(=O)(=O)Nc2nccs2)cc1 | 1.0 | 0.9 | 4 | 5 | -0.9 | 3.3 | -1.4 | 0.3 | -8 | -31 | 2.8
CSc1ncc(OCc2ccccc2)c(=O)[nH]1 | 0.2 | 0.9 | 0 | 10* | -0.9 | 1.7 | -1.2 | 1.2 | -3 | -1 | -2.0
Cc1ccccc1C(=O)N1CCC(C(=O)Nc2cccc(S(=O)(=O)N3CCCCC3)c2)CC1 | -3.0 | -1.0 | 7 | -4 | -1.8 | -1.4 | -1.2 | -3.5 | -3 | -18 | -3.5

SMARCA2 activ: entries above that show a hit.
compound | DAX1 inh-1 | DAX1 inh-2 | Rev-erbA mod | SMARCA2 activ | ssDAF12 agonist | PG9 Ab binder | hcDAF-12 act | PLCb3 inh | HGIII-sPLA2 inh
CSc1ncc(OCc2ccccc2)c(=O)[nH]1 | 0.2 | 0.9 | 0 | 10* | -0.9 | -1.2 | 1.2 | -3 | -1
